# Source: PubChem
# Wnt act – Wnt/beta-catenin pathway activators, primary screen, cell-based, plate reader, single point; Wnt/beta-catenin reporter cell assay, activator; activation, % at 9.35 µM; 1.2% of 300,000 active; AID 743398, 2014; in the data active means activation above about 30%, passing the limit was not always enough; inconclusive means no clear call, values can overlap the other calls;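 further: 0% = neutral control wells and 100% = positive control wells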
# CAL PDZ FP-1 – CAL PDZ peptide-binding inhibitors, primary screen, biochemical, fluorescence polarization, Cer-tagged CAL PDZ, HTS; Golgi-associated PDZ and coiled-coil motif-containing protein (Homo sapiens), Q9HD26; AID 504414, 2011; purified CAL PDZ, TMR-peptide fluorescence polarization, 1 h; inhibition, % at 20 µM; 0.02% of 330,000 active;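 active means highest replicate inhibition of at least 40%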;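 further: plate controls were DMSO neutral control wells for no effect and unlabeled competitor peptide control wells for full effect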
#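 Control set: unlabelled peptide and DMSO controls / Material: purified CerCALP PDZ construct / Timing: 1 h incubation at room temperature before polarization reading / Doses: 20 µM, one dose / Detection: fluorescence polarization (mP)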
# CAL PDZ FP-2 – untagged CAL PDZ binding inhibitors, primary screen, biochemical, fluorescence polarization, HTS; Golgi-associated PDZ and coiled-coil motif-containing protein (Homo sapiens), Q9HD26; purified CAL PDZ, TMR-peptide fluorescence polarization, 1 h; inhibition, % at 24.9 µM; 0.92% of 300,000 active; AID 602252, 2012;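 active means mean inhibition of at least 30% with at least half of replicates also reaching 30%; inconclusive means no clear call, values can overlap the other calls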;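 further: 0% = DMSO neutral control and 100% = excess unlabeled competitor peptide PRC23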
# cardiac RTF act – cardiac RTF calcium sensitivity activators, primary screen, biochemical, IANBD-TnC fluorescence, EC20 calcium | Troponin I, cardiac muscle (Homo sapiens) + Troponin T, cardiac muscle (Homo sapiens) + … | IANBD-labeled TnC RTF fluorescence at EC20 calcium; 0% EC20 calcium, 100% full calcium | activation, % at 7.2 µM | 0.24% of 340,000 active | AID 493008, 2010;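 active means activation above the mean over all tested compounds plus 3 SD, cut at about 30% in these data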;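 further: rise in fluorescence read as greater calcium sensitivity of cardiac thin filaments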
# Tat transport – E. coli Tat export inhibitors, primary screen, MC4100, TorA-mCherry reporter, fluorescence, single point | inhibition, % at 10 µM | 0.036% of 340,000 active | AID 488895, 2010;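 active means mean replicate inhibition at least 50% and at least half of replicates individually reaching 50%; inconclusive means only one of the two criteria met; inactive means neither criterion met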;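 further: exported cargo escapes ClpAP degradation while cytoplasmic cargo is degraded and loses fluorescence; 0% = median of neutral control wells and 100% = median of NaSCN control wells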
# Rtt109 Vps75 – inhibitors of C. albicans Rtt109/Vps75 HAT, primary screen, biochemical, ThioGlo CoA-SH fluorescence, plate reader; Histone acetyltransferase RTT109 (Candida albicans (strain SC5314 / ATCC MYA-2876)), …; purified Rtt109/Vps75, 4 h; inhibition, % at 34.9 µM; 0.16% of 330,000 active; AID 540336, 2011;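 active means inhibition of at least 50% in every replicate; inconclusive means best replicate reaches 50% inhibition but some replicates fall short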
# Target sequence (Q5AAJ8 whole entry, looked up): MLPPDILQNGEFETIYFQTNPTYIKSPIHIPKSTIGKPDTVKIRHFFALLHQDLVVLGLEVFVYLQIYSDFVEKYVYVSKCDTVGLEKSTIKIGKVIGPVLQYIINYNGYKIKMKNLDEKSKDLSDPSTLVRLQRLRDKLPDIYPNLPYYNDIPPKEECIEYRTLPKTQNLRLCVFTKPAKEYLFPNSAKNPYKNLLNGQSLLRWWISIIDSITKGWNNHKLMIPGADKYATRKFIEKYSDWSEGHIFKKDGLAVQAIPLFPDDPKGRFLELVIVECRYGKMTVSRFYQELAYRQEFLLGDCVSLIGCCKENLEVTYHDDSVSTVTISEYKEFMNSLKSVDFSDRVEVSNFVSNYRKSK
# CDK5 inh – inhibitors of human CDK5/p35 kinase, primary screen, biochemical, single concentration. Recombinant CDK5/p35, ADP-Glo luminescence, 60 min. inhibition, % at 10 µM. 0.01% of 330,000 active;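 active means highest replicate inhibition of at least 50% and at least 75% of replicates reaching 50%; inconclusive means only one of the two criteria met; inactive means both criteria failed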;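 further: plate controls were DMSO neutral control for no effect and GW8510 at 10 µM for full effect; many of its hits are not listed in these tables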
# dFosB activator – activators of delta FosB homodimer, primary screen, biochemical, fluorescence polarization, TAMRA-CDK5 oligo, single point | purified delta FosB; percent of positive-control signal above neutral wells | activation, % at 25 µM | 0.99% of 340,000 active | AID 493131, 2011;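 active means mean activation above about 17%, with every replicate also reaching it, limit read from the data, passing the limit was not always enough; inconclusive means only one of the two conditions met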;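 further: fluorescence polarization rise as delta FosB binds a TAMRA Cdk5 AP-1 oligo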
# Target sequence (P13346 whole entry, looked up): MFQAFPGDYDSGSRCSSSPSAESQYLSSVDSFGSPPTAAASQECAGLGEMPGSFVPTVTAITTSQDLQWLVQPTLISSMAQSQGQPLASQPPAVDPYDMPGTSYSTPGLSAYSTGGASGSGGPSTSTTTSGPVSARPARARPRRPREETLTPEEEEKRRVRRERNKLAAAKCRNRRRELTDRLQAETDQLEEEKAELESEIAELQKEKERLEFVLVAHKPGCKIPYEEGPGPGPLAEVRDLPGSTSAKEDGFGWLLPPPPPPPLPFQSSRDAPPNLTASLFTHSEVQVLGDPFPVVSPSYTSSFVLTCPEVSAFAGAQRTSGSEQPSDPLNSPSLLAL
# MITF TRPM1 HTS – activators of MITF-driven TRPM1 promoter reporter, primary screen, cell-based, SK-MEL-5, luciferase, single point; AID 588334, 2011; SK-MEL-5 TRPM1-promoter luciferase, 24 h; % of positive control, neutral wells = 0; 0.75% of 300,000 active; activation, % at 12.5 µM;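 active means mean activation of at least 80% with every replicate also reaching 80%; inconclusive means mean reaches 80% but some replicate falls short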;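 further: 0% = neutral control wells and 100% = parthenolide positive control wells; values of inactives mirror those of a sister screen read the other way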
# V-ATPase pHluor – regulators of yeast V-ATPase proton pumping, primary screen, pHLuorin cytosolic pH fluorescence; S. cerevisiae; response, % at 10 µM; 0.37% of 350,000 active; in the data active means response mostly above about 7.3%, no sharp cut-off; inactive means mostly below about 5.4%; further: actives read high; inactives centre near 0; some compounds called inactive have numbers as strong as hits
# * = called active by the depositor; ? = inconclusive; · = not tested or not shown.
SMILES,Wnt act,CAL PDZ FP-1,CAL PDZ FP-2,cardiac RTF act,Tat transport,Rtt109 Vps75,CDK5 inh,dFosB activator,MITF TRPM1 HTS,V-ATPase pHluor
COc1ccc(NC(=O)CN(C)C(=O)CCNC(=O)c2ccccc2OC)cc1,-4,-0.9,-3,5,0,-10,1.6,-4,-6,-2
CCOC(=O)N1CCC(NC(=O)c2cnn3c2NC(c2ccco2)CC3C(F)(F)F)CC1 (stereo unspecified),-2,-0.6,-2,18,14,-9,-5.9,-12,-12,-1
Cc1ccc(CNC(=O)Cn2ccc3cc(S(=O)(=O)N4CCCC4)ccc32)o1,-1,-2.0,-5,2,-7,-7,-1.3,-3,-5,-4
CCCCNC(=O)[C@H](Cc1c[nH]c2ccccc12)NC(=O)c1ccccc1Cl,·,-2.4,-5,1,-9,-4,-0.1,0,-16,6
C=C(C)CNC(=S)Nc1cccc2cnccc12,-2,-2.4,-8,-1,-6,1,0.4,3,0,5
CCN1CCN(Cc2ccc(NC(=O)c3ccc(C)c(NC(=O)c4nccn4C)c3)cc2C(F)(F)F)CC1,-5,-2.8,1,0,-10,5,0.4,-22,-3,-2
O=C(Nc1nnc(SCc2cccc3ccccc23)s1)C1COc2ccccc2O1 (stereo unspecified),0,-1.6,4,-3,-4,2,0.7,6,2,0
COc1cc(NC(=O)C(C)C)ccc1NC(=O)c1ccco1,-2,-2.8,-6,9,1,14,-1.4,-2,91*,3
Nc1nc(SCc2ccccn2)c2ncn(C3CCCC3)c2n1,0,-0.5,-2,0,10,-6,-0.1,0,14,1
O=C(COc1ccc2ccccc2c1)NNC(=O)Cc1ccccc1,0,0.2,-1,5,-3,-3,-1.2,3,-7,-1
OCCCCCN=c1cc(-c2ccccc2)oc2ccc(Cl)cc12,·,-1.3,-3,1,3,7,1.7,21*,3,-3
O=C(CNC(=O)c1ccco1)N/N=C/c1cccs1,3,-2.1,9,5,-17,-4,1.4,0,·,-1
Cc1ccc(OCc2nnc(SC(C)C(=O)O)n2-c2ccccc2)cc1 (stereo unspecified),-1,·,-5,4,3,-29,-0.6,-5,-2,3
CCOC(=O)Cn1nc(-c2ccccc2)nc1-c1ccccc1,6,-0.5,·,-6,4,-2,-1.2,-9,·,0
Cc1cn2c(-c3ccc(Cl)cc3)nnc2s1,-2,-0.1,-3,1,-12,6,-1.3,1,2,2
CCOc1ccc(NC(=O)COc2ccc(C(=O)NCC3CCCO3)cc2OC)cc1 (stereo unspecified),-2,-0.6,-1,-2,3,0,-0.3,-14,-7,-1
CC(C)NC(=O)/C(C#N)=C/c1ccc2c(c1)OCCO2,20,-0.6,-3,1,4,6,0.3,-3,2,-1
COc1ccccc1NC(=O)c1ccc(-c2nn(C)c(=O)c3ccccc23)cc1,-2,-4.1,0,5,1,-5,-1.3,-23,0,-1
CC(C)CC[C@@H](O)[C@](C)(O)C1CC[C@@]2(O)C3=CC(=O)[C@@H]4C[C@@H](O)[C@@H](O)C[C@]4(C)C3CC[C@]12C (stereo partly specified),-1,-0.2,-3,16,-3,-3,-0.7,-9,7,-1
CC(=O)N1CCN(c2ccccc2NC(=O)c2cc3ccccc3o2)CC1,0,-3.3,0,-1,7,31,1.4,-1,-17,1
CC(C)NS(=O)(=O)c1ccc(NC(=O)C(C)OC(=O)CCC(=O)c2cccs2)cc1 (stereo unspecified),-2,-0.6,0,1,1,-2,1.5,-12,0,3
C/C(=N/NC(=O)CSc1nc2ccccc2n1C)c1ccco1,0,-2.8,-2,-6,1,27,-2.1,-6,-1,-4
Cc1ccc(C)c(N(Cc2ccccc2F)S(C)(=O)=O)c1,·,-4.2,-3,-2,6,·,-1.1,2,6,-4
CNC(=S)N/N=C/c1ccc2c(c1)OCCO2,20,-3.3,-1,-6,0,27,1.0,2,31,-5
CCN1CCc2c(C#N)c(NCc3ccccc3)nc(N(CC)CC)c2C1,6,0.4,·,1,2,10,-0.3,-3,·,-3

# Additional entries.
SMILES,Wnt act,CAL PDZ FP-1,CAL PDZ FP-2,cardiac RTF act,Tat transport,Rtt109 Vps75,CDK5 inh,dFosB activator,MITF TRPM1 HTS,V-ATPase pHluor
CCN(CC)C(=N)/C(C#N)=N/Nc1ccc(C)cc1,29,1.7,2,-3,0,5,0.5,-7,·,0
CC1(C)Cc2c(c(-c3ccccc3)[nH]c(=O)c2C#N)CO1,·,·,0,0,0,0,3.1,5,-3,-1
CC(N=C1NS(=O)(=O)c2ccccc21)c1ccccc1 (stereo unspecified),·,-0.7,·,-3,-9,0,-0.6,1,7,0
O=C(CCN1C(=O)COc2ccccc21)NCCCN1CCN(c2ccc(F)cc2)CC1,0,-1.1,-2,2,8,0,-3.1,-5,-13,3
Cc1ccccc1COc1ccc(/C=C(\C#N)C(N)=O)cc1,5,-1.0,0,-3,5,-4,-0.7,-4,36,-1
COc1ccc(N2CC(C(=O)NCCc3c[nH]c4ccccc34)CC2=O)cc1 (stereo unspecified),-2,-3.7,-3,3,-8,1,2.1,1,1,-6
CCOC(=O)c1cc(-c2ccc3c(c2)OCO3)nc2onc(C)c12,-4,-1.0,-1,0,-3,-1,0.9,-4,·,-1
C[C@H](NC(=O)[C@H](Cc1ccccc1)n1c(=O)[nH]c2ccccc2c1=O)C(=O)N1CCC(C(=O)O)CC1,-1,0.4,-2,1,-5,1,-1.5,7,12,3
Cn1c(N)c(C(=O)COC(=O)COc2ccc(C#N)cc2)c(=O)n(C)c1=O,2,-0.8,4,2,1,-13,0.8,-1,2,2
CCOC(=O)c1ccc(CC(=O)c2oc3cc(O)ccc3c2C)o1,-1,-3.7,-4,2,1,12,0.9,-5,-3,1
Cc1cc(C)c(NC(=O)C(C)Sc2nc3ccc(N4C(=O)c5ccccc5C4=O)cc3s2)c(C)c1 (stereo unspecified),·,-2.6,0,-3,4,23,0.5,-2,-10,2
COC(=O)c1c(NC(=O)COC(=O)CCNS(=O)(=O)c2ccccc2)sc(C)c1C,2,-2.9,-4,2,2,5,0.7,-19,0,2
CCC1CCC(N2CCN(c3cccc(OC)c3)CC2)CC1 (stereo unspecified),0,-0.6,2,5,-8,-9,-1.2,-8,-9,0
O=C1c2ccccc2NC(c2cccc(O)c2)N1NS(=O)(=O)c1ccccc1 (stereo unspecified),-2,-1.9,-2,0,0,-19,-0.3,-7,-10,-2
COc1ccc(/C=N/NC(=O)c2cccc(NC(=O)c3ccccc3Cl)c2)cc1OC,-1,-7.5,-7,-5,-12,-8,-0.1,?,3,2
COc1ccccc1NC(=S)N1CCCC1,1,-2.7,-1,3,-7,-3,-1.3,-5,-2,1
O=c1[nH]cnc2sc3c(c12)CN(Cc1ccccc1)CC3,·,-2.9,-2,11,-11,4,-0.1,-4,4,4
COc1ccc(S(=O)(=O)N2CCC(C(=O)N[C@H](C(=O)NCc3ccncc3)C(C)C)CC2)cc1,0,-2.6,0,4,-1,3,0.9,-15,1,4
CCc1c(O)nc(SCC(=O)N(CC)CC)[nH]c1=O,14,-0.1,3,0,-3,-94,0.3,-2,6,2
CC(/C=C/c1ccco1)=N\NC(=O)c1cccnc1,2,-3.0,2,4,-4,19,0.9,-5,-7,1
O=C(NCCOCCOCCNC(=O)c1ccccc1)c1ccccc1,-6,-1.4,-2,2,0,2,0.0,4,2,-1
NC(=O)c1sc2nc3c(cc2c1N)CCCCCC3,7,0.4,-6,0,3,-4,1.1,-10,74,3
O=C(COC(=O)CCc1ccccc1)NNC(=O)c1ccccc1,-1,0.0,-3,0,8,1,-0.9,1,-12,2
COc1ccccc1-c1nnc(SCC(=O)N2CCC(C)CC2)o1,2,-0.6,-1,3,5,-4,-0.5,-1,-13,3
Cc1ccc(S(=O)(=O)N2CCN(C(=O)COC(=O)c3ncc(Cl)c(Cl)c3Cl)CC2)c(C)c1,5,-2.2,-2,-10,-5,7,-7.6,1,-6,0

# Later entries.
SMILES,Wnt act,CAL PDZ FP-1,CAL PDZ FP-2,cardiac RTF act,Tat transport,Rtt109 Vps75,CDK5 inh,dFosB activator,MITF TRPM1 HTS,V-ATPase pHluor
COc1cc(C2C(Oc3ccccc3C)C(=O)N2Cc2ccc(F)cc2)cc(OC)c1OC (stereo unspecified),0,-0.7,-7,6,4,-6,0.1,1,-1,3
CC(=O)N1CCN(S(=O)(=O)c2cccc(C(=O)Nc3ccc(C)cn3)c2)CC1,8,-1.3,0,-5,-1,6,0.0,-5,44,1
Cc1ccc(CONC(=O)/N=C/N(C)C)cc1,·,-1.3,-2,3,-10,-3,-0.9,2,·,-3
COc1cccc(NC(=O)Cn2c(=O)c3c(ncn3Cc3ccccc3)n(Cc3ccccc3)c2=O)c1,·,-0.6,1,0,-1,-7,-0.3,8,-9,-3
CC(=O)N1N=C(c2ccncc2)OC12CCCCCC2,-2,0.1,-19,13,5,4,-2.2,-7,-13,-1
Cc1cn(C2C=CC(CO)O2)c(=O)[nH]c1=O (stereo unspecified),·,-0.2,1,3,5,-4,-4.1,-1,6,2
Cc1cc(C)cc(NC(=O)CSc2nccn2Cc2ccco2)c1,-1,-1.9,-3,3,12,10,2.0,-10,12,1
C/C(=N/NC(=O)CNC(=O)C1COc2ccccc2O1)c1cccc(O)c1 (stereo unspecified),-1,-1.7,-2,-2,-9,7,-1.3,-2,-11,1
O=C(CSc1nc(=O)n2ccccc2n1)N1CCCc2ccccc21,2,-1.1,·,4,-1,2,-0.8,6,4,1
Cc1cc(Br)c(NC(=O)COn2nnc3ccc(S(C)(=O)=O)cc32)c(Br)c1,-2,-2.4,-3,2,0,-4,0.9,4,-3,-3
NC(=O)c1ccc[n+](CC(=O)OCCC23CC4CC(CC(C4)C2)C3)c1,·,-1.3,0,4,4,6,0.8,-4,·,-4
CN(CC(=O)Nc1cccc2c1CCCC2)S(=O)(=O)c1ccc(Cl)cc1,·,-0.7,·,0,-11,16,-0.6,1,-4,-5
CCOC(=O)Nc1ccc2c(c1)N(C(=O)CN(CC)CC)c1ccccc1CC2,0,-0.6,1,-2,-2,-12,1.4,-2,·,-3
CC(NC(=O)C(C(=O)c1cccc([N+](=O)[O-])c1)n1cc(Cl)ccc1=O)c1ccccc1 (stereo unspecified),-3,-0.2,-2,-5,-13,-9,1.8,-5,-6,3
COc1ccc(CNC(=O)COC(=O)CC2CC3CCC2C3)cc1OC (stereo unspecified),-2,-0.2,0,7,-2,2,-3.2,-1,2,-2
